hERG WT inh – blocks the wildtype human KCNH2 potassium channel; Q12809; U2OS, BacMam KCNH2, thallium flux FluxOr; hits give low values; activity change, % at 1.84 µM; actives 0.37% (n = 340,000); AID 720551;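 active = maximum activity change below -70%; inconclusive = maximum activity change between -70% and -50%; inactive = maximum activity change above -50%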
Target sequence (Q12809 whole entry, looked up): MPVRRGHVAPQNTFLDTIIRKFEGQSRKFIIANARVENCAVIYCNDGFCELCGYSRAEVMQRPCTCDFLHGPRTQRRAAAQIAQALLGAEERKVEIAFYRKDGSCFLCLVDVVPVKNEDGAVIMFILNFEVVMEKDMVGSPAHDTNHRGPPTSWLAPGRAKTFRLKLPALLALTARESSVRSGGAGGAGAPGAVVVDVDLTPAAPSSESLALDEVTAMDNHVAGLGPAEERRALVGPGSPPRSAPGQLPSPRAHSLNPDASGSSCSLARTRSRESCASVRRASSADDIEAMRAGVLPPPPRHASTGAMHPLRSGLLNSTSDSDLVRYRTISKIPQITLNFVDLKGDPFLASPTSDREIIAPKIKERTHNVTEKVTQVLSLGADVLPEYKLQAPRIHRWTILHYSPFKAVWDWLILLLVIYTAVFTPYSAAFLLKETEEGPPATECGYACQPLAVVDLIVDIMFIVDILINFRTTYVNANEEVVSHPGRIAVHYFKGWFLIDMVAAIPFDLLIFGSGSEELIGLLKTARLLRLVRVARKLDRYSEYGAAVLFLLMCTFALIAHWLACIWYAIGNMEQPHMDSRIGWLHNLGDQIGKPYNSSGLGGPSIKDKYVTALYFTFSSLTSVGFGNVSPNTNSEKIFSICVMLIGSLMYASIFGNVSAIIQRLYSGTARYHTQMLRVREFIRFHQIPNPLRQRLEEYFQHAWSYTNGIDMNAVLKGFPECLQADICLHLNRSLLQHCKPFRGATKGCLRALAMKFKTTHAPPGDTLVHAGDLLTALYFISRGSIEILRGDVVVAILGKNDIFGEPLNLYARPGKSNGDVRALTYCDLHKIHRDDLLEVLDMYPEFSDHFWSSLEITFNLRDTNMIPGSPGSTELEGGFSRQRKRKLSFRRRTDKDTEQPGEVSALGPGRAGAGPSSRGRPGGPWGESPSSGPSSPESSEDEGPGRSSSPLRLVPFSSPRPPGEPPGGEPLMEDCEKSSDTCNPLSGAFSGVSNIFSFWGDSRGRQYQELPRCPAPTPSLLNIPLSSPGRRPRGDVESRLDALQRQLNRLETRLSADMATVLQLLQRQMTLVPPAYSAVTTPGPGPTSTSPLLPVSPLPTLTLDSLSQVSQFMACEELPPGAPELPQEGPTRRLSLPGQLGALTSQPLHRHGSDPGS
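U2OS cells were transduced with wild-type KCNH2 virus (2.03 x 10^8 / mL) for 4 h at room temperature, then cultured overnight at 37 C. Thallium flux was read with FluxOr dye. Rate constants were normalized to DMSO controls.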
KCNH2 3.1 inh – inhibitors of human KCNH2 3.1 potassium channel isoform; U2OS KCNH2 3.1, thallium flux FluxOr; hits give low values; activity change, % (tested at about 1.8 µM); actives 0.95% (n = 340,000);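 active = maximum activity change below -70%; inconclusive = maximum activity change from -70% to -50%; inactive = maximum activity change above -50%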;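 also: thallium influx rate constant from kinetic fluorescence after stimulation buffer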
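We transduce U2OS cells with the mutant 3.1 virus, culture them overnight, load FluxOr with Red40 quencher for 45 min, then add stimulation buffer and read kinetically for 2 min to derive a normalized rate constant.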
* marks the source's active call; other numbers are inactive results; ? = inconclusive. % is scaled to controls: 0 for no effect and ±100 for the full control effect.

SMILES	hERG WT inh	KCNH2 3.1 inh
COc1cc(OC)c(C(=O)Nc2cc(S(=O)(=O)N3CCOCC3)ccc2N2CCOCC2)cc1OC	-3	-9
CCCCCCN1C[C@H](O)[C@@H](n2cc(-c3ccc(F)cc3)nn2)C[C@@H]1c1ccccc1	-22	-41
C[C@H](CO)N1C[C@H](C)[C@H](CN(C)C(=O)CC2CC2)Oc2cc(Br)ccc2S1(=O)=O	-3	-4
O=C(Cc1ccc(F)cc1)Nc1cc(S(=O)(=O)N2CCOCC2)ccc1N1CCCCC1	3	?
CC(=O)Nc1sc(C)c(C)c1C(=O)OCC(=O)Nc1ccccc1C(F)(F)F	1	0
CC(C)(C)OC(=O)N1CCc2onc(-c3ccc([N+](=O)[O-])cc3)c2C1=O	10	-14
CSc1ncnc2c1ncn2CCCNCC1CCCO1 (centres undefined)	-2	9
CC(=O)N1CCc2nc3ccccc3cc21	-9	1
COc1cc(OC)cc(C(=O)N2CCN(S(=O)(=O)c3ccc4c(c3)OCCO4)CC2)c1	2	-2
NS(=O)(=O)c1ccc(N2C(=O)CCCC2=O)cc1	41	9
CSc1ccc(CN2CCC(N3CCC(C(=O)NC4CC4)CC3)CC2)cc1	-4	9
CCc1ncc(C(O)c2ccc(Cl)cc2)n1Cc1ccccc1 (centres undefined)	14	-8
COC(=O)[C@H]1C[C@H](OC(=O)NCc2ccc(OC)c(OC)c2)[C@@]2(O)CN(S(=O)(=O)c3ccc(C)cc3)CC2[C@H]1C(=O)OC (some centres undefined)	-1	-1
Cc1ccc(CN2CCC[C@]3(N[C@H](c4ccccc4)[C@@H]4C(=O)N(Cc5ccccc5)C(=O)[C@@H]43)C2=O)cc1	-12	-11
COc1ccc([C@H]2C[C@@H](O)[C@H](n3cc(COC(=O)c4ccccc4)nn3)CN2C(=O)C2CCCCC2)cc1	5	3

The last two compounds of the section above open the next one.
SMILES	hERG WT inh	KCNH2 3.1 inh
Cc1ccc(CN2CCC[C@]3(N[C@H](c4ccccc4)[C@@H]4C(=O)N(Cc5ccccc5)C(=O)[C@@H]43)C2=O)cc1	-12	-11
COc1ccc([C@H]2C[C@@H](O)[C@H](n3cc(COC(=O)c4ccccc4)nn3)CN2C(=O)C2CCCCC2)cc1	5	3
Cc1ccc(OC(C)C(=O)N2CCc3ccccc32)c([N+](=O)[O-])n1 (centres undefined)	7	8
CCCNC(=O)CSc1nnc(NC(=O)C2CC(=O)N(c3ccccc3OC)C2)s1 (centres undefined)	0	6
CN(CC(=O)Nc1ccc(F)c(F)c1F)C(=O)C1(c2ccccc2)CC1	-3	28
CC(C)CC1NC(=O)c2cccnc2-n2c1nc1cc(F)ccc1c2=O (centres undefined)	1	5
Nc1ccn([C@@H]2O[C@H](CNC(=O)[C@@H](Cc3cn(COCc4ccccc4)cn3)NC=O)[C@@H](O)[C@H]2O)c(=O)n1	0	-3
CCN1C(=O)[C@H]2[C@@H](c3ccc(OC)cc3)N[C@]3(CCCN(Cc4ccc(C(F)(F)F)cc4)C3=O)[C@H]2C1=O	-6	2
CC1C(=O)N(Cc2cn(CCC3OCCCO3)nn2)CCS(=O)(=O)N1Cc1ccc(-c2cccc(N(C)C)c2)cc1 (centres undefined)	-15	-6
Nc1ccn([C@@H]2O[C@H](CNCc3cnc(N4CCOCC4)s3)[C@@H](O)[C@H]2O)c(=O)n1	-6	5
C[C@@H]1CN([C@H](C)CO)C(=O)CCCn2cc(nn2)CO[C@H]1CN(C)C(=O)CCC(F)(F)F	-24	-7
COc1ccc(C(=O)NCc2ccc(C)cc2)cc1S(=O)(=O)N1CCOCC1	16	-5
NC(=O)CC1(c2ccccc2)CCCCC1	8	-1
CSc1nc2ccc(NC(=O)CS(=O)(=O)c3ccccc3)cc2s1	5	1
CC(=O)N(C)C[C@H]1Oc2cc(Br)ccc2S(=O)(=O)N([C@H](C)CO)C[C@@H]1C	5	3
Cc1cccnc1NC(=O)c1ccc(S(=O)(=O)N2CCCC2)cc1	-11	-2
CC(C)C1C(=O)N(Cc2cn(CCC3OCCO3)nn2)CCS(=O)(=O)N1Cc1ccc(-c2ccncc2)cc1 (centres undefined)	1	-6

Additional structures.
SMILES	hERG WT inh	KCNH2 3.1 inh
COC(=O)C1C2OC(C(Br)C2Br)C1C(=O)OC (centres undefined)	3	25
COc1ccc(N2c3ccccc3CN(Cc3ccccc3)[C@@H](C)[C@H]2Cc2cccnc2)cc1	1	-33
C[C@@H](NC(=O)C[C@@H]1C[C@@H]2c3cc(NS(=O)(=O)c4ccc(F)cc4)ccc3O[C@@H]2[C@@H](CO)O1)c1ccccc1	-2	6
CCN(CC)C(=O)C1=C(C)N(Cc2ccc(OC)cc2)C(=O)C(CC(=O)NCc2cccc3ccccc23)C1 (centres undefined)	24	0
CCN(CC)S(=O)(=O)c1ccc(-c2cn3ccccc3n2)cc1	-100*	-4
COc1cc(-n2c(C)nc3ncn(-c4ccccc4)c3c2=O)cc(OC)c1OC	7	-11
C[C@@H]1CN([C@H](C)CO)C(=O)CCCn2nncc2CO[C@H]1CN(C)Cc1cccc(C(=O)O)c1	-5	10
Cc1cc(C(=O)CCC(=O)N(C)CC2COc3ccccc3O2)c(C)s1 (centres undefined)	-9	-11
CCN(CC)C(=O)C1=C(C)N(CCCN2CCCC2=O)C(=O)C(CC(=O)NCc2cccs2)C1 (centres undefined)	2	0
O=C(O)c1ccccc1-c1ccccc1C(=O)Nc1ccc2oc(=O)c3ccccc3c2c1	-2	0
C[C@H](CO)N1C[C@H](C)[C@@H](CN(C)Cc2ccc(Cl)c(Cl)c2)OCc2cnnn2CCCC1=O	3	-28
COc1ccc([C@H]2C[C@@H](n3cc(-c4ccc(F)cc4)nn3)[C@H](O)CN2CC2CCCCC2)cc1	3	-6
O=C1c2ccccc2S(=O)N1c1cccc(F)c1 (centres undefined)	3	5
C[C@@H]1Cn2cnc(C(=O)N[C@@H](C)c3ccccc3)c2C(=O)N1	-2	1
COc1ccc2cc(CN(C)C(=O)CN3C(=O)NC4(CCCC4)C3=O)ccc2c1	6	2

Following part
SMILES	hERG WT inh	KCNH2 3.1 inh
C[C@H](O)[C@@H]1CN2CCc3c([nH]c4ccccc34)[C@@H]2C[C@@H]1N(C)C(=O)Nc1ccccc1	10	-6
CC1(C)CCCC2(C)C(OCCO)=CC(=O)C=C12 (centres undefined)	2	1
COc1ccc(CN(C)C(=O)c2cccc(S(=O)(=O)NCc3ccccc3)c2)cc1F	-7	4
CCCCN1C(=O)C(CC(=O)NCc2cccc3ccccc23)CC(C(=O)N(CC)CC)=C1C (centres undefined)	0	-5
CC1=C(C(=O)N(C)C)CC(CC(=O)NC(c2ccccc2)c2ccccc2)C(=O)N1Cc1ccc(C(C)(C)C)cc1 (centres undefined)	3	-16
COc1cc(CNC[C@H]2O[C@@H](n3ccc(N)nc3=O)[C@H](O)[C@@H]2O)ccc1OCc1cccc(Cl)c1	0	9
COc1cccc(COC(=O)CSCC(=O)Nc2ccc(C)cc2)c1OC	4	5
Cc1ccccc1Oc1ccc2c(c1)[C@@H]1C[C@H](N(C)C(=S)Nc3ccc(F)cc3)[C@H]([C@H](C)O)C(=O)N1CC2	5	-5
O=c1[nH]c2ccccc2c(=O)c2ccccc12	-5	-8
C[C@@H]1CN([C@@H](C)CO)C(=O)c2cc(NS(=O)(=O)c3ccc(F)cc3)ccc2O[C@@H](C)CCCCO[C@H]1CN(C)C(=O)NC1CCCCC1	-14	9
CCOC(=O)c1csc(NC(=O)CCS(=O)(=O)c2ccc(Cl)cc2)n1	-6	-4
O=[N+]([O-])c1ccccc1C(=Nc1ccccc1)c1c(O)cc(O)cc1O	1	0
CC(C)NC(=O)N(C)C[C@H]1OCc2cnnn2CCCC(=O)N([C@H](C)CO)C[C@@H]1C	-2	-8
CC1=C(C(=O)N(C)C)CC(CC(=O)NC(c2ccccc2)c2ccccc2)C(=O)N1CCC1=CCCCC1 (centres undefined)	1	1
CN(C)c1ccc(C=Cc2ccnc3c(O)cccc23)cc1	-3	-21

Structures listed so far containing a CF3 group, in the order listed:
SMILES	hERG WT inh	KCNH2 3.1 inh
CC(=O)Nc1sc(C)c(C)c1C(=O)OCC(=O)Nc1ccccc1C(F)(F)F	1	0
CCN1C(=O)[C@H]2[C@@H](c3ccc(OC)cc3)N[C@]3(CCCN(Cc4ccc(C(F)(F)F)cc4)C3=O)[C@H]2C1=O	-6	2
C[C@@H]1CN([C@H](C)CO)C(=O)CCCn2cc(nn2)CO[C@H]1CN(C)C(=O)CCC(F)(F)F	-24	-7

Whole records as entered above:
Profile of CC(C)(C)OC(=O)N1CCc2onc(-c3ccc([N+](=O)[O-])cc3)c2C1=O : hERG WT inh: 10; KCNH2 3.1 inh: -14
Profile of COc1cc(CNC[C@H]2O[C@@H](n3ccc(N)nc3=O)[C@H](O)[C@@H]2O)ccc1OCc1cccc(Cl)c1 : hERG WT inh: 0; KCNH2 3.1 inh: 9

Other compounds.
| SMILES | hERG WT inh | KCNH2 3.1 inh |
| --- | --- | --- |
| CCCCN1C(=O)C(CC(=O)NCCN2CCOCC2)CC(C(=O)N(C(C)C)C(C)C)=C1C (centres undefined) | -4 | 25 |
| O=C1NC(Cc2ccc(O)cc2)c2nc3ccc(F)cc3c(=O)n2-c2cc3ccccc3cc21 (centres undefined) | -20 | -10 |
| O=C(NCCN1CCOCC1)c1cc(-c2ccccc2)nc2ccccc12 | 5 | 10 |
| COc1ccc(CN2CCNC(=O)C2CC(=O)N(C)C2CCOCC2)cc1OC (centres undefined) | -2 | -3 |
| S=c1[nH]c2nc(Cl)c(Cl)nc2[nH]1 | 0 | 3 |
| Cc1cccc(CN(C)C[C@H]2OCc3cnnn3CCCC(=O)N([C@@H](C)CO)C[C@@H]2C)c1 | -1 | -2 |
| O=C(NCc1nnnn1-c1ccc(F)cc1)c1ccc2ccccc2c1 | -4 | 8 |
| O=C1c2cccc3cccc(c23)C(=O)N1Cc1ccccn1 | -3 | 12 |
| C[C@H](CO)N1C[C@H](C)[C@@H](CN(C)Cc2ccccn2)Oc2ncc(-c3ccccc3)cc2C1=O | -9 | -5 |
| CC(=O)Nc1cccc(C(=O)NNC(=O)c2ccc(NS(=O)(=O)c3cccs3)cc2)c1 | -15 | 12 |
| O=[N+]([O-])c1cnc(Sc2ccncn2)c([N+](=O)[O-])c1 | 15 | -31 |
| CN(c1ccccc1)S(=O)(=O)c1ccc(C(=O)Nc2cccc(S(=O)(=O)N3CCOCC3)c2)cc1 | 24 | -11 |
| O=C(c1ccccc1)N1CCN(c2cc(Cl)nc3cc(-c4cccc(Cl)c4)nn23)CC1 | 16 | -8 |
| COCCn1c(SCC(=O)Nc2ccc(F)cc2)nc2c(c1=O)SCC2 | -9 | -1 |
| CCN(CC)C(=O)C1=C(C)N(Cc2ccc(C(C)(C)C)cc2)C(=O)C(CC(=O)NCCCCc2ccccc2)C1 (centres undefined) | 2 | -7 |
| O=C(NNC(=O)c1ccccc1F)c1ccc(-c2ccccc2Cl)o1 | -6 | 14 |
| O=C1C=C(C#Cc2ccc(Oc3ccccc3)cc2)C[C@@H](c2ccc(F)cc2)C1 | -10 | -8 |
| CCCCCC(=O)N1C[C@@H](n2cc(C3CC3)nn2)[C@H](O)C[C@@H]1c1ccc(Cl)cc1 | 7 | -6 |
| COc1ccc(CNC(=O)CCNC(=O)N2CC(=O)Nc3ccccc32)cc1 | -10 | 2 |
| CC(=NNC(=S)N1CCCCC1)c1ccccn1 | -13 | 8 |

Carrying on:
| SMILES | hERG WT inh | KCNH2 3.1 inh |
| --- | --- | --- |
| N#Cc1ccccc1S(=O)(=O)N1CCN(Cc2cc3c(cc2Br)OCCO3)CC1 | 10 | 3 |
| CC1CCCC(NC(=O)COC(=O)C2=COCCO2)C1C (centres undefined) | -8 | 20 |
| CC(=NC1CCCCC1)c1ccc(O)cc1O | -7 | 15 |
| COc1ccc(CN(C)C[C@H]2OCCCC[C@@H](C)Oc3ccc(NS(C)(=O)=O)cc3C(=O)N([C@H](C)CO)C[C@@H]2C)cc1 | 0 | 0 |
| CC(C)N1CC2(CC(c3ccccc3F)=NO2)CN1C(=O)c1ccc(C(C)(C)C)cc1 (centres undefined) | 4 | 8 |
| COc1ccc(CC(=O)N(C)c2ccccc2)cc1S(=O)(=O)N1CCOCC1 | -2 | 1 |
| N#CCSc1ccccc1NC(=O)COC(=O)C1CCN(C(=O)c2ccc(Cl)cc2)CC1 | -5 | -3 |
| COc1ccccc1-c1noc2c1C(=O)N(C(=O)OC(C)(C)C)CC2 | -7 | -6 |
| COc1ccc(NC(=O)CCNC(=O)c2ccccc2Cl)cc1S(=O)(=O)N1CCCCC1 | -6 | -10 |

Retrieved one by one from the entries so far:
| SMILES | hERG WT inh | KCNH2 3.1 inh |
| --- | --- | --- |
| COc1ccc(CN(C)C[C@H]2OCCCC[C@@H](C)Oc3ccc(NS(C)(=O)=O)cc3C(=O)N([C@H](C)CO)C[C@@H]2C)cc1 | 0 | 0 |
| C[C@H](O)[C@@H]1CN2CCc3c([nH]c4ccccc34)[C@@H]2C[C@@H]1N(C)C(=O)Nc1ccccc1 | 10 | -6 |

This is a subset (hit frequency here may not be typical).
